From PubChem
LYP phosphatase = PTPN22 lymphoid phosphatase activity blockers – biochemical, fluorescence intensity, uHTS (AID 1779). 290,000 tested, 0.054% active. inhibition, % at 11.5 µM; hits with a dose series show IC50 in µM. recombinant LYP phosphatase, fluorescence intensity; higher % means a stronger effect;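 note: plate controls were vehicle with enzyme for no effect and no enzyme for full effect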
KOR beta-arrestin-1 = KOR agonists, beta-arrestin recruitment, primary screen, cell-based, luminescence, uHTS (AID 1777). activation, % at 10 µM, or EC50 in µM where a hit was titrated. KOR beta-arrestin recruitment, luminescence; higher % means a stronger effect. 280,000 tested, 0.02% active; in the data active = activation above about 50%, passing the limit was not always enough; note: a part of the inactive calls stands beside numbers as strong as those of hits
TNAP activators = stimulation of alkaline phosphatase TNAP activity – biochemical, luminescent, no phosphate acceptor, uHTS, primary screen (AID 1001). 200,000 tested, 0.03% active. purified TNAP, luminescent activation assay, no phosphate acceptor; higher activation fold means a stronger effect. activation fold at 20 µM, or EC50 in µM where a hit was titrated; in the data active = activation fold from about 3, or a potency from the dose series; inactive = the rest, 99 in 100 with activation fold below about 1.6; note: many of its hits are not listed in these tables
HEK293 NOD2/NF-kB = inhibition of NOD2-driven NF-kB reporter – cell-based, luminescence, uHTS, HEK293 (AID 1566); inhibition, % at 4 µM, or EC50 in µM where a hit was titrated; HEK293 NOD2/NF-kB luciferase reporter, luminescence; higher % means a stronger effect; 290,000 tested, 0.63% active; note: many of its hits are not listed in these tables
PMI inhibitors = inhibitors of human PMI, primary screen, biochemical, fluorescence intensity, coupled assay (AID 1209); 190,000 tested, 0.42% active; inhibition, % at 20 µM, or IC50 in µM where a hit was titrated; purified PMI enzyme, coupled fluorescence intensity; higher % means a stronger effect;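 note: plate controls were DMSO vehicle for no effect and wells lacking substrate for full effect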
XIAP antagonists = small molecules displacing peptide from XIAP – biochemical, IAP family, fluorescence polarization (AID 1018) | 200,000 tested, 0.007% active | XIAP BIR domain, fluorescence polarization peptide displacement; higher % means a stronger effect | one-dose displacement, % at 20 µM; IC50 in µM for titrated hits; in the data active = displacement above about 50%; note: a part of the inactive calls stands beside numbers as strong as those of hits
human PMI inhibitors = MPI inhibition at elevated mannose 6-phosphate – biochemical, fluorescence intensity, high mannose 6-phosphate, primary screen (AID 1220). 190,000 tested, 0.66% active. recombinant PMI enzyme, coupled fluorescence intensity; higher % means a stronger effect. one-dose inhibition, % at 20 µM; IC50 in µM for titrated hits
NOD1 NF-kB reporter = inhibition of NOD1-driven NF-kB reporter – cell-based, luminescence, uHTS, primary screen (AID 1578). NOD1-driven NF-kB luciferase reporter cells, luminescence; higher % means a stronger effect. 290,000 tested, 1% active. inhibition, % at 4 µM, or EC50 in µM where a hit was titrated; in the data active = inhibition mostly above about 36%, no sharp cut-off; inactive = mostly below about 34%;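 note: HEK-293T reporter cells stimulated with the NOD1 agonist gamma-tri-DAP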
KOR beta-arrestin-2 = KOR antagonists, beta-arrestin recruitment, cell-based, luminescence, uHTS (AID 1778); KOR beta-arrestin recruitment, luminescence, antagonist mode; higher % means a stronger effect; inhibition, % at 10 µM, or IC50 in µM where a hit was titrated; 290,000 tested, 0.091% active; note: strong numbers were not always called active
Numbers without * were called inactive; . = not tested or not shown; [ ] = another dose, or the depositor's remark. Cut-off read from the data, not from the text of the source, unless noted: active = inhibition above about 50%; inactive = the rest.

SMILES | LYP phosphatase | KOR beta-arrestin-1 | TNAP activators | HEK293 NOD2/NF-kB | PMI inhibitors | XIAP antagonists | human PMI inhibitors | NOD1 NF-kB reporter | KOR beta-arrestin-2
CC(C)C(=O)Nc1ccc(NC(=O)c2ccccc2Cl)nc1 | -4.8% | 0.7% | 1.1 | 4.2% | 25.6% | -3.3% | 12.7% | -13.2% | -26.7%
O=C1C2CC=CCC2C(=O)N1CC(=O)N(Cc1ccccc1)C1CCS(=O)(=O)C1 (configuration not stated) | -9.0% | 5.3% | 1.1 | -10.6% | -1.8% | -5.2% | 2.7% | 8.6% | -0.6%
COC(=O)CCCC(=O)Nc1c(F)c(F)c(F)c(F)c1F | -5.0% | -5.0% | 1.1 | 4.9% | 3.2% | -7.7% | -1.4% | -13.7% | 38.5%
CCOC(=O)Cc1nnc(NC(=O)C(CC)Sc2nnc3c4ccccc4n(C)c3n2)s1 (configuration not stated) | -0.2% | -1.0% | 1 | -8.5% | 5.6% | -7.1% | 5.2% | -12.7% | -12.1%
O=C(CSC(=S)N1CCSCC1)c1ccc(Cl)cc1 | 1.7% | 0.3% | 1.1 | -103.6% | 8.2% | -4.7% | 4.2% | -65.6% | -25.0%
COc1ccc(CN2CCCC(C(=O)c3ccc(Cl)cc3)C2)cc1Cn1cccn1 (configuration not stated) | -11.7% | -3.8% | 1 | 21.7% | 3.8% | -5.2% | -3.3% | -12.4% | -6.5%
CCCNC(=O)COc1ncnc2sc(C)c(C)c12 | -3.6% | 8.6% | 1 | -12.0% | -9.1% | -4.5% | -14.4% | 2.9% | -7.4%
CCOc1ccc(S(=O)(=O)NCCC(=O)NC2=NCCS2)cc1 | -14.8% | 8.7% | 1.1 | 13.8% | -8.4% | -1.0% | -5.9% | 16.1% | 20.2%
COc1ccc(CCCc2nnc(SCC(=O)NN)o2)c(C)c1 | -3.3% | 1.6% | . | 4.3% | . | . | . | -20.4% | 12.3%
CCOC(=O)c1cc(NC(=O)c2ccccc2)c(=O)oc1C(F)(F)F | 0.3% | 0.7% | 1 | 4.9% | -78.6% | -10.2% | -121.6% | -32.5% | -31.9%

Next section; it opens with the 2 that closed the last part.
SMILES | LYP phosphatase | KOR beta-arrestin-1 | TNAP activators | HEK293 NOD2/NF-kB | PMI inhibitors | XIAP antagonists | human PMI inhibitors | NOD1 NF-kB reporter | KOR beta-arrestin-2
COc1ccc(CCCc2nnc(SCC(=O)NN)o2)c(C)c1 | -3.3% | 1.6% | . | 4.3% | . | . | . | -20.4% | 12.3%
CCOC(=O)c1cc(NC(=O)c2ccccc2)c(=O)oc1C(F)(F)F | 0.3% | 0.7% | 1 | 4.9% | -78.6% | -10.2% | -121.6% | -32.5% | -31.9%
Cn1c(NN)nc2sc3c(c2c1=O)CCC3 | -4.1% | -3.8% | 0.9 | 5.9% | 13.5% | -3.0% | 6.2% | 9.7% | -2.6%
O=C(CNC(=O)c1cccc(F)c1)OCC(=O)N1CCN(C(=O)c2ccco2)CC1 | -7.6% | -1.2% | . | 1.4% | . | . | . | -4.7% | -10.9%
COc1cc(NS(=O)(=O)c2ccc3[nH]c(=O)[nH]c3c2)cc(OC)c1 | -7.8% | 0.8% | . | 15.7% | . | . | . | 9.3% | -39.5%[20 µM]
CN(CC(=O)Nc1cc([N+](=O)[O-])ccc1Cl)Cc1ccc(Br)cc1 | -0.3% | -3.6% | 1 | -41.4% | -24.4% | -0.3% | -76.2% | -18.7% | -2.3%
NC(=O)N/N=C/c1ccccc1OC(=O)c1cc2ccccc2oc1=O | -1.5% | 1.3% | . | -11.3% | . | . | . | -12.7% | -72.1%
COCCC(=O)N1CCC(Oc2ccc(C(=O)NCc3cccc(C)n3)cc2)CC1 | -8.4% | -2.4% | . | 5.7% | . | . | . | -27.0% | -0.5%
CCOc1ccc2nc(SCC(=O)NCC3CCCO3)c(C#N)cc2c1 (configuration not stated) | -6.1% | 0.2% | . | -0.1% | . | . | . | -14.6% | 21.1%
C/C(=N\NC(=O)c1nc(C)cc(C)n1)c1ccccc1 | -5.6% | -7.2% | 1 | -22.1% | 3.0% | -4.7% | 0.1% | -11.1% | 12.2%
CSc1nc(=S)n(-c2ccc([N+](=O)[O-])cc2)c(C)c1C(C)=O | -4.9% | 0.6% | . | -2.9% | . | . | . | 46.1% | -47.9%
CC(=O)c1c(N2CCN(c3ccc(F)cc3)CC2)nc(=S)n(-c2ccccc2)c1C | -1.3% | -3.1% | 1.1 | 6.6% | 1.9% | -0.7% | 8.0% | -28.9% | -0.3%
CCCN(CCC)C(=O)CSc1ncccc1C(=O)O | -4.6% | -0.8% | 1.1 | 0.3% | -10.6% | -7.6% | -17.2% | -31.2% | -8.8%
OC(COc1ccc(Cl)cc1)CN1CCN(c2cccc(Cl)c2)CC1 (configuration not stated) | -2.1% | 4.7% | . | 9.6% | . | . | . | -9.4% | 12.2%
CC(C1CC1)N(C(=O)NC1CCS(=O)(=O)C1)c1ccccc1 (configuration not stated) | -5.3% | 7.5% | 1 | -0.1% | -9.7% | -6.4% | -14.3% | -9.6% | -31.4%
COc1nc(N)nc(CC(=O)C2CC2)n1 | 1.7% | -2.2% | 1.1 | 6.5% | 2.2% | -6.7% | 0.3% | 9.5% | 11.6%
C/C(=N\NC(=S)Nc1cc(S(=O)(=O)N2CCOCC2)ccc1Cl)c1ccc(N2CCOCC2)cc1 | -1.7% | -1.1% | . | -14.4% | . | . | . | -8.1% | 36.4%
CCCOc1ccc(C(=O)C(CN2CCCC2)c2ccccc2)cc1 (configuration not stated) | 2.3% | 2.2% | 1 | -11.3% | -8.2% | 0.2% | -8.2% | 31.5% | 47.3%
CCOc1ccc2ccccc2c1/C=N/NC(=O)c1cc(C)[nH]n1 | -1.8% | 0.0% | . | -3.8% | . | . | . | -15.8% | -7.9%
O=C(O)CSc1nc(-c2ccc(Cl)cc2)nc2c1oc1ccccc12 | 6.0% | 2.9% | 1.1 | 13.4% | -18.9% | -4.1% | -13.3% | -26.3% | -124.4%
O=C(Cn1cc(S(=O)(=O)Cc2cccc(F)c2)c2ccccc21)N1CCOCC1 | -7.1% | -4.7% | . | 0.4% | . | . | . | -32.2% | 5.2%
CC(C)c1ccc(CC(C)C2C3=C(CCCC3=O)OC3=C2C(=O)CCC3)cc1 (configuration not stated) | 9.2% | 5.1% | 1.1 | 4.0% | 12.2% | -11.2% | 5.5% | -2.6% | -29.5%
O=C(NNC(=O)c1ccccc1[N+](=O)[O-])c1ccc(NC(=O)c2ccccc2)cc1 | -5.0% | -1.0% | . | 20.2% | . | . | . | -17.6% | 15.8%
Cc1ccc(NS(=O)(=O)c2ccc(-c3ccc(=O)[nH]n3)o2)cc1 | -12.4% | 2.1% | . | 5.3% | . | . | . | -6.8% | -17.6%
Cc1ccc(C(=O)N/C(=C\c2sccc2C)C(=O)NCCCN2CCOCC2)cc1 | -2.2% | 0.2% | . | 8.0% | . | . | . | 0.4% | 5.4%
C[C@]1(C(=O)NCCCNc2ncc(C(F)(F)F)cc2Cl)C=C[C@@H](Cc2ccccc2)N1C(=O)c1ccccc1 | 7.1% | -2.8% | 1 | 9.8% | 18.4% | -12.1% | 19.2% | -0.1% | -9.1%
O=C(CSc1nc2c(sc3ccccc32)c(=O)n1CCCN1CCCC1)NCc1ccccc1 | -5.7% | -6.0% | 1.2 | 10.9% | 10.4% | -5.0% | 2.9% | -22.7% | -9.3%
CCOc1ccc(N/C(SC)=C(/C#N)C(N)=O)cc1 | 0.1% | 16.1% | 1.1 | 14.8% | 5.4% | 6.0% | 0.4% | 2.2% | 11.5%
O=C(CN1C(=O)CCSc2ccccc21)Nc1ccc2c(c1)OCCO2 | -1.9% | 5.2% | 1.1 | -6.3% | 2.0% | -3.0% | 5.5% | -27.6% | -18.5%
Cn1cccc1C(=O)NC(=O)COC(=O)CC12CC3CC(CC(Br)(C3)C1)C2 | 2.1% | -0.2% | 1 | -22.6% | 14.8% | -1.4% | 8.4% | -14.8% | -6.8%
CC(=O)Nc1nc2ccccc2n1CCN(C)C | -5.3% | . | 1.1 | 12.1% | 6.1% | -5.6% | 3.4% | -1.4% | .
COc1cccc(-n2c(Cc3cc(=O)[nH]c(=O)[nH]3)nnc2SC(C)C)c1 | -6.6% | -4.0% | 0.9 | -2.9% | -11.8% | -7.2% | -13.3% | -16.5% | -28.0%
CC(NC(=O)C1CCC1)c1ccc(Cl)cc1 (configuration not stated) | -7.3% | -3.3% | 1.1 | 11.0% | 4.9% | -2.7% | 1.5% | . | 16.3%
Cn1nnnc1SCc1nc2scc(-c3ccccc3)c2c(=O)[nH]1 | -6.1% | 0.0% | . | 0.3% | . | . | . | -4.7% | 8.3%
COC(=O)c1sccc1NC(=O)Nc1ccc(OC)cc1OC | -6.6% | 1.7% | . | -0.8% | . | . | . | -15.7% | -11.3%
CCOC(=O)N1CCN(C(=O)c2ccc(OC)c(OC)c2)CC1 | -3.3% | 1.8% | 1 | 10.0% | 13.6% | -4.6% | 35.2% | 51.9% | -30.6%
COc1ccc(-n2nc(C(=O)N3CCN(c4ccc(F)cc4)CC3)c3ccccc3c2=O)c(OC)c1 | -7.6% | -1.1% | 1.1 | 11.4% | 6.0% | -7.6% | 0.2% | 8.6% | -29.2%
COC(=O)c1ccc(NC(=O)c2ccccc2NS(C)(=O)=O)cc1 | 0.9% | -4.5% | 1.1 | 6.5% | 14.0% | -6.1% | 8.6% | -12.0% | -17.0%
COc1ccc(NS(=O)(=O)c2cc(NC(=O)Cn3cnc4c3c(=O)n(C)c(=O)n4C)ccc2C)cc1 | 1.5% | . | 1.1 | 4.2% | -0.1% | -1.9% | 8.9% | -8.7% | .
O=C(Cc1cccc2ccccc12)N/N=C/c1ccc2cccc(O)c2n1 | -1.3% | 2.0% | . | 18.9% | . | . | . | -0.1% | 27.5%
CCOc1ccc(N(C(C)=O)c2nc(C)cc(C)c2C#N)cc1 | -6.3% | -1.3% | 1.1 | 9.4% | -3.1% | -1.4% | -7.6% | -23.4% | 18.3%
O=C(CCC(=O)N1CCOCC1)NCCc1ccc(Cl)cc1Cl | -5.6% | -2.1% | . | 3.1% | . | . | . | -21.9% | 2.1%
C=CCn1cc(-c2ccccc2)cc(C#N)c1=O | -11.0% | 2.3% | 1.2 | 2.4% | 1.7% | -3.5% | -3.4% | -9.0% | 1.7%
CN(C)Cc1c(C(=O)N/N=C/c2ccoc2)nnn1-c1nonc1N | -5.7% | -5.1% | . | 10.6% | . | . | . | -31.2% | -12.1%
COc1ccc(-c2c(N)nnc3c2[nH]c2ccccc23)cc1OC | -4.4% | -1.8% | 1.1 | -0.7% | 1.4% | -1.5% | 5.0% | -23.4% | 25.5%
CC(=O)Nc1ccc(NC(=O)C2CC(=O)Nc3ncnn32)cc1 (configuration not stated) | -9.1% | -1.1% | . | 16.8% | . | . | . | 2.7% | 7.7%

A different layout for some results above:
| LYP phosphatase | KOR beta-arrestin-1 | TNAP activators | HEK293 NOD2/NF-kB | PMI inhibitors | XIAP antagonists | human PMI inhibitors | NOD1 NF-kB reporter | KOR beta-arrestin-2 | Molecule |
| --- | --- | --- | --- | --- | --- | --- | --- | --- | --- |
| -11.0% | 2.3% | 1.2 | 2.4% | 1.7% | -3.5% | -3.4% | -9.0% | 1.7% | C=CCn1cc(-c2ccccc2)cc(C#N)c1=O |
| -5.7% | -5.1% | . | 10.6% | . | . | . | -31.2% | -12.1% | CN(C)Cc1c(C(=O)N/N=C/c2ccoc2)nnn1-c1nonc1N |
| -4.4% | -1.8% | 1.1 | -0.7% | 1.4% | -1.5% | 5.0% | -23.4% | 25.5% | COc1ccc(-c2c(N)nnc3c2[nH]c2ccccc23)cc1OC |
| -9.1% | -1.1% | . | 16.8% | . | . | . | 2.7% | 7.7% | CC(=O)Nc1ccc(NC(=O)C2CC(=O)Nc3ncnn32)cc1 (configuration not stated) |

The list is partial; rates above refer to the full screens.
